Screening results (PubChem)
TRPML3 agonist = human TRPML3 channel agonists, primary screen, cell-based, HEK293 TRPML3-YFP, Fluo-8 calcium fluorescence, 3 µM; 100% = the carbachol control signal; activation, % at 3 µM; hit rate 0.29% among 220,000;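 active = activation above its plate's cutoff, the mean activation of the plate's test wells plus 3 SD, cut at about 12% in these data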;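 note: 0% = DMSO only wells and 100% = carbachol wells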
Target sequence (Q8TDD5 whole entry, looked up): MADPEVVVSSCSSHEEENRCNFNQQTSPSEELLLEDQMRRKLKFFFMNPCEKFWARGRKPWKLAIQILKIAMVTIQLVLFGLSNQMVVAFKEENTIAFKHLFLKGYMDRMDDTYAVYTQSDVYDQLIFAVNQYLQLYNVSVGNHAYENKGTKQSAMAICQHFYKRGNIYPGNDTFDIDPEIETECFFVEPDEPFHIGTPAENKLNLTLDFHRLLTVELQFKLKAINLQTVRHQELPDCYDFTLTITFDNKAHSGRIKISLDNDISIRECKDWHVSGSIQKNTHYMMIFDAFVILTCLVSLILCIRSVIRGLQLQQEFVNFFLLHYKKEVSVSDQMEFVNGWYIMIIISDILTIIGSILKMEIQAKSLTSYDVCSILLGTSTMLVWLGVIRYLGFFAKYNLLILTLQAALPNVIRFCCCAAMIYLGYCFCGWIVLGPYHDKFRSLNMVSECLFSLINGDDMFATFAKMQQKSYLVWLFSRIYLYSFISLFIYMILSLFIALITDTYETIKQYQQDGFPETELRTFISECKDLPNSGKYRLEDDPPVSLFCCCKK
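system = HEK293 cells stably carrying human TRPML3-YFP | doses = one concentration, 3 µM nominal, 0.3% DMSO | timing = dye loading 1 h 37 °C then 30 min ambient, 125 s read | detection = Fluo-8 calcium dye fluorescence, ex 470-495, em 515-575 nm | benchmarks = high control carbachol 87 µM, low control DMSO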
BaF3 tox = parental Ba/F3 cell viability inhibition, counter-screen for JAK2V617F inhibitor project, murine pro-B, CellTiter-Glo luminescence | inhibition, % at 5.6 µM | hit rate 1.1% among 220,000 | CellTiter-Glo ATP luminescence;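 active = inhibition above a per-campaign cutoff, the mean inhibition of all tested compounds plus 3 SD, cut at about 27% in these data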;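 note: 0% = DMSO wells and 100% = JAK Inhibitor I control wells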
PERK inhibitor = block of dimerizer-induced PERK translation repression, primary screen, PERK inhibitor project, CHO PERK-DD cells, SEAP luminescence, HTS | Eukaryotic translation initiation factor 2-alpha kinase 3 (Homo sapiens), Q9NZJ5 | CHO PERK-DD fusion, SEAP luminescence translation reporter | inhibition, % at 5.6 µM | hit rate 0.17% among 220,000 | AID 1416, 2008;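 active = inhibition above the mean inhibition of all tested compounds plus 3 SD, set separately per screening campaign, cut at about 2.9% in these data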;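 note: PERK kinase domain activated by AP20187 dimerizer at 100 nM; 0% = DMSO with dimerizer and 100% = rapamycin at 8.4 µM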
EP2 modulator = EP2 receptor modulators, cAMP readout, primary screen, cell-based, HTRF cAMP, PGE2 stimulation; induction, % at 25 µM; Prostaglandin E2 receptor EP2 subtype (Homo sapiens), P43116; hit rate 0.83% among 260,000; EP2-expressing cells, cAMP HTRF FRET, PGE2 co-stimulation;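 active = compounds whose cAMP rise, as percent of the full-agonist control response, exceeds 60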;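 note: rat C6 glioma line stably carrying human EP2 under a CMV promoter; the protocol text gives 20 µM as final concentration; 100% = response of wells given 1 µM PGE2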
Target sequence (P43116 whole entry, looked up): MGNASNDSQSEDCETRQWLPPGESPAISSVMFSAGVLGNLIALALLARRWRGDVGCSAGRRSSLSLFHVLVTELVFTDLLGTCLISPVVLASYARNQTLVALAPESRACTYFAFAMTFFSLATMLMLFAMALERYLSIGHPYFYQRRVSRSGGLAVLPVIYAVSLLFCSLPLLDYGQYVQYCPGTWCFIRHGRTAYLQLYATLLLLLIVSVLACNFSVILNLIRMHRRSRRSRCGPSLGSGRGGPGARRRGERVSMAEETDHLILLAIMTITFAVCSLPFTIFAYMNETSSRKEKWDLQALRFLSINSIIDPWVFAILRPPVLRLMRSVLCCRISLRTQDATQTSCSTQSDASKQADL
Calpain2 inh = inhibitors of pig calpain II, primary screen, biochemical, fluorogenic peptide substrate, 1536-well; hit rate 0.37% among 220,000; purified calpain II, 30 min; inhibition, % at 16 µM;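 active = inhibition above about 50%, limit read from the data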
Ba/F3 V617F tox = reduced viability of JAK2V617F-dependent Ba/F3 cells, primary screen, JAK2V617F inhibitor project, cell-based, Ba/F3 EpoR-JAK2V617F, luminescence | ATP luminescence | inhibition, % at 5.6 µM | hit rate 1.1% among 220,000;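 active = inhibition above the campaign mean plus 3 SD over all tested compounds, cut at about 24% in these data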;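 note: cytokine-independent growth of Ba/F3 cells driven by EpoR plus mutant JAK2; 0% = DMSO-treated cells and 100% = JAK inhibitor I control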
S1P4 agonist = S1P4 receptor agonists, primary screen, cell-based. S1P4-expressing cell line, agonist reporter assay. activation, % at 4.98 µM. hit rate 0.35% among 220,000. AID 1509, 2009; in the data active = activation above about 11%;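 note: 0% = DMSO vehicle and 100% = reference agonist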
S1P4 antagonist = S1P4 receptor antagonists, primary screen, cell-based; hit rate 0.26% among 220,000; S1P4-expressing cells, antagonist mode, reporter read-out; Sphingosine 1-phosphate receptor 4 (Homo sapiens), O95977; inhibition, % at 4.98 µM; in the data active = inhibition above about 29%;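 note: 0% = wells stimulated with agonist and 100% = vehicle wells without agonist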
TRPN1 ag = zebrafish TRPN1 channel agonists, primary screen, cell-based, HEK293, calcium fluorescence | transient receptor potential cation channel N1 (TRPN1/NompC), Danio rerio | HEK293 zebrafish TRPN1-YFP, Fluo-8 calcium fluorescence; 100% = response to 87 µM carbachol | activation, % at 3 µM | hit rate 0.18% among 220,000 | AID 1424, 2008;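 active = activation above its plate's cutoff, the mean activation of test wells on that plate plus 3 SD, cut at about 19% in these data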;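 note: 0% = DMSO alone and 100% = 87 µM carbachol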
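Material: zebrafish TRPN1-YFP in HEK293 cells. Doses: one dose of 3 µM, 0.3% DMSO. Incubation: dye 1 h 37 °C plus 30 min RT. Measured by: intracellular calcium fluorescence with Fluo-8.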
Starred values were filed as active, the others as inactive; . = not tested or not shown; & = joins results of further samples. Not a hit list, and some 3.6% of all compounds hit somewhere here.

Molecule	TRPML3 agonist	BaF3 tox	PERK inhibitor	EP2 modulator	Calpain2 inh	Ba/F3 V617F tox	S1P4 agonist	S1P4 antagonist	TRPN1 ag
CCOC(=O)c1cnc2c(cnn2C)c1Cl	1.1	5.3	1.8	32.9	-5.5	-0.9	-0.2	-8.6	1.2
CSc1ncccc1C(=O)OCC(=O)Nc1ccc2c(c1)OCO2	0.0	6.0	0.5	-12.2	47.8	-2.3	-0.3	-10.1	0.7
COc1ccc2c(c1OC)C(=O)OC2c1c(O)nc(SC)n(-c2ccccc2)c1=O (stereo not given)	0.7	1.6	1.3	26.2	-9.1	-4.0	1.1	-15.5	-0.7
Cc1ccc(O)c(C(=O)c2cc(C#N)c(=O)n(CC3CCCO3)c2)c1 (stereo not given)	-0.3	4.8	-0.8	3.6	-20.0	3.2	-1.8	1.5	0.4
Cc1ccc2[nH]cc(C(=O)CN3CCN(C)CC3)c2c1	0.4	6.0	1.3	17.1	-10.0	-1.4	-0.8	-7.4	0.3
CC1=C(C(N)=O)C(c2ccccn2)n2nc(SCc3ccccc3)nc2N1 (stereo not given)	-0.2	6.4	1.1	13.2	-14.3	3.2	-0.4	1.4	-0.6
CN(C)CCCNc1ccc(S(N)(=O)=O)cc1[N+](=O)[O-]	0.6	-1.3	0.6	12.3	-12.0	-1.7	1.6	3.6	0.0
Cc1[nH]c2ccccc2c1/C=N/Nc1nc(Nc2ccccc2)nc(N2CCOCC2)n1	-0.3	41.3*	-1.1	-31.1	-131.6	31.7*	-3.3	8.4	-0.6
Nc1ncnc2c1ncn2CCOc1ccccc1	0.2	3.0	0.9	-1.6	-13.8	5.9	-3.3	7.7	-0.5
O=C(CSc1nc2cccnc2n1Cc1ccccc1)NCc1ccco1	-1.1	-0.1	-0.9	12.4	-123.2	1.7	1.1	-4.1	-0.6

Additional results.
Molecule	TRPML3 agonist	BaF3 tox	PERK inhibitor	EP2 modulator	Calpain2 inh	Ba/F3 V617F tox	S1P4 agonist	S1P4 antagonist	TRPN1 ag
O=C(NCCc1ccccc1)C1CCN(c2ncccn2)CC1	0.3	5.0	0.1	12.7	-16.4	-0.1	-0.1	-3.6	-0.1
Cc1cc(-c2nnnn2-c2ccc(C(F)(F)F)cc2)no1	-0.5	4.6	0.7	-0.5	-16.9	3.1	0.0	1.2	-1.1
CCCCNS(=O)(=O)c1ccc2nc(-c3cccnc3)cc(C(=O)NCCOC)c2c1	0.7	-0.1	-1.1	8.1	-29.9	3.4	0.0	-7.1	1.6
CN=C1c2cc3c(Br)c(OC)ccc3n2CCN1C	0.2	2.8	0.8	1.1	-26.6	0.9	-3.4	-9.1	0.1
CC(C)Cn1c(-c2csc(C(C)C)c2)n[nH]c1=S	0.1	6.0	0.7	16.0	54.1*	2.2	-0.4	3.7	-2.0
C/C=C/C(=O)Nc1ccccc1Br	0.5	8.8	-1.4	11.7	-39.7	7.9	1.7	-20.9	0.3
C=CCn1c(COc2ccccc2)nnc1SC(C)C(=O)N/N=C/c1cc(Cl)ccc1O (stereo not given)	-0.5	1.6	-0.8	-14.9	-39.2	3.4	1.4	-4.2	2.5
CCc1ccccc1NC1c2ccccc2C(=O)N1Cc1ccco1 (stereo not given)	-0.4	4.7	-0.2	39.1	2.7	1.8	0.4	-26.5	-0.7
CN1CCN(S(=O)(=O)c2cccc(S(=O)(=O)c3ccc(Cl)c(Cl)c3)c2)CC1	1.6	6.5	0.4	-19.3	-37.5	-2.3	-0.4	-9.5	2.5
CCN(CC)S(=O)(=O)c1ccc(C)c(NC(=S)NNC(=O)C2CC2)c1	0.5	5.0	1.2	26.6	76.4*	0.2	-0.5	-9.2	1.3

Following part:
Molecule	TRPML3 agonist	BaF3 tox	PERK inhibitor	EP2 modulator	Calpain2 inh	Ba/F3 V617F tox	S1P4 agonist	S1P4 antagonist	TRPN1 ag
NS(=O)(=O)c1cccc(NC(=O)CN2CCCc3ccccc32)c1	0.5	7.5	0.3	-9.3	0.2	0.0	0.2	-2.9	1.4
O=C1N=C(N2CCc3ccccc3C2)S/C1=C\c1ccc(O)cc1	0.2	-1.6	0.4	-40.0	22.5	2.6	0.9	-4.4	0.3
Cc1noc(C)c1COc1ccc(C(=O)OCC(=O)N2CC(=O)Nc3ccccc32)cc1	0.9	1.9	0.1	10.7	-18.5	-5.7	-0.7	1.2	1.8
CN1CCc2c(C#N)c(N3CCCCC3)nc(N3CCOCC3)c2C1	0.6	4.0	0.9	.	.	4.1	3.1	4.8	0.9
O=C1N/C(=N/N=C/c2ccco2)SC1Cc1ccccc1 (stereo not given)	-0.8	6.2	0.4	13.2	2.2	1.8	0.6	14.5	-0.3
O=C(CSc1ccc2ccccc2c1)N1CCN(c2ccc(O)cc2)CC1	0.1	-0.9	-0.3	-33.3	-1.7	9.2	-0.3	-12.4	0.4
Oc1c(Br)cc(Cl)cc1C=Nc1ccc(N2CCOCC2)cc1	0.6	9.5	-0.2	9.6	21.5	1.1	-0.1	-6.7	1.0
Cc1ccc(C)c(NC(=O)CCCCCCCCCCC2COCCO2)c1 (stereo not given)	0.2	1.7	-0.1	17.4	-4.2	0.8	-0.9	-5.1	0.2
COc1cc(C2CC(=O)N3CN(Cc4ccccc4)CSC3=C2C#N)ccc1OCc1ccccc1 (stereo not given)	-0.1	7.7	-1.1	-31.2	-28.1	1.6	-0.4	-18.6	-0.6
CC(C)CC1NC(=O)N(CC(=O)Nc2ccccc2-c2ccccc2)C1=O (stereo not given)	-0.1	6.6	-0.5	29.4	-13.8	0.1	-0.5	-6.4	0.0

(further entries)
Molecule	TRPML3 agonist	BaF3 tox	PERK inhibitor	EP2 modulator	Calpain2 inh	Ba/F3 V617F tox	S1P4 agonist	S1P4 antagonist	TRPN1 ag
NC1=NC(=Nc2ccc(Br)cc2)c2ccccc21	0.3	3.8	0.1	17.1	4.9	0.2	1.1	-5.2	-0.1
COc1cccc(CN2CCNC(=O)C2CC(=O)NCCCn2ccnc2)c1 (stereo not given)	-0.6	-0.7	-0.9	-0.1	14.2	-2.8	-2.3	-21.4	-0.6
CN1C2CCC1CC(NC(=O)CSc1ccc(Cl)cc1)C2 (stereo not given)	0.3	1.6	-1.7	-8.2	10.5	4.1	-0.1	3.5	0.4
Cc1ccc(CN(CC(=O)N/N=C/c2ccco2)S(=O)(=O)c2ccc(C)cc2)cc1	-0.2	3.4	-1.2	18.1	14.8	-1.4	0.9	0.3	-0.6
Cn1c(=O)[nH]c(=O)c2c1nc(Br)n2Cc1ccccc1F	0.1	6.4	0.4	.	.	4.3	-2.9	2.0	0.7
CN=c1sc(C(=O)Nc2cccc(Cl)c2)cc(=O)n1C	0.7	3.1	-0.9	11.2	-9.5	-2.2	1.4	-13.0	1.1
CCOC(=O)C(=O)NN=C(c1ccccc1)c1ccccc1	0.1	-0.5	1.2	12.2	-17.5	-4.5	0.6	-14.3	-0.9
CCCCc1ccc(-c2csc(/C(C#N)=C\c3ccco3)n2)cc1	0.4	6.4	1.6	8.4	-17.5	1.0	2.0	-1.4	-1.2
CC1CC(C)CN(c2nc(N(C)c3ccccc3)nc(N)c2[N+](=O)[O-])C1 (stereo not given)	0.3	-0.4	-2.3	33.0	26.1	-1.1	0.8	-22.9	0.7
Cc1ccc(C(CC(=O)N2CCOCC2)c2ccco2)cc1 (stereo not given)	-0.1	3.8	0.1	7.3	-0.4	1.1	2.9	-7.3	0.7

Pulled by structure from the list above (three):
Molecule	TRPML3 agonist	BaF3 tox	PERK inhibitor	EP2 modulator	Calpain2 inh	Ba/F3 V617F tox	S1P4 agonist	S1P4 antagonist	TRPN1 ag
CCOC(=O)C(=O)NN=C(c1ccccc1)c1ccccc1	0.1	-0.5	1.2	12.2	-17.5	-4.5	0.6	-14.3	-0.9
CCCCc1ccc(-c2csc(/C(C#N)=C\c3ccco3)n2)cc1	0.4	6.4	1.6	8.4	-17.5	1.0	2.0	-1.4	-1.2
COc1cccc(CN2CCNC(=O)C2CC(=O)NCCCn2ccnc2)c1 (stereo not given)	-0.6	-0.7	-0.9	-0.1	14.2	-2.8	-2.3	-21.4	-0.6

(next part)
Molecule	TRPML3 agonist	BaF3 tox	PERK inhibitor	EP2 modulator	Calpain2 inh	Ba/F3 V617F tox	S1P4 agonist	S1P4 antagonist	TRPN1 ag
CCOC(=O)C(CC)Sc1ccc2nnc(-c3cccnc3)n2n1 (stereo not given)	-0.5	2.7	-0.3	9.5	-257.7	-1.4	0.0	-18.5	0.1
CC(=O)n1nc(-c2ccc(C)cc2)nc1NCc1ccc(F)cc1	-0.6	3.0	-0.2	-45.3	-18.6	-3.4	-0.1	-4.2	-1.9
CCOc1ccc(NC(=O)CN(C)S(=O)(=O)c2cccs2)cc1	-0.3	6.4	-1.4	-8.9	22.2	-0.8	-2.4	8.7	0.2
COc1ccc(N2CC(C(=O)OCC(=O)c3cccc(OC)c3)CC2=O)cc1 (stereo not given)	-0.7	2.9	0.8	-16.0&-100.3	-61.6	5.8	-2.0	5.0	0.2
CSc1sc(C(=O)NCC2CC2)cc1S(=O)(=O)C(C)C	0.9	2.0	0.2	-3.9	-16.5	0.3	1.2	0.5	3.1
COC(=O)c1sccc1NC(=O)CN(C)NS(=O)(=O)c1ccc(F)cc1	0.6	5.2	0.3	18.2	-17.9	0.7	-2.9	-1.4	-0.5
Cc1nc(NC(=O)/C=C/c2ccccc2)sc1C(=O)N(C)C	0.4	1.4	0.0	15.2	-11.2	0.6	1.1	-20.6	0.7
NC(=O)c1cc(C(N)=O)nc(Cl)n1	0.5	-3.3	0.9	-2.5	-10.7	-4.9	-1.1	-5.8	-1.2
CC(=O)c1cn(CC(=O)NCC2CCCO2)c2ccccc12 (stereo not given)	1.1	4.1	2.0	6.4	-17.6	-2.2	-0.6	0.7	1.7
CCN1CCN(c2nc3c(c(=O)n(C)c(=O)n3C)n2CCSc2nccc(C)n2)CC1	0.9	1.5	0.0	25.1	-13.6	1.7	0.4	-9.2	0.7

(cont.)
Molecule	TRPML3 agonist	BaF3 tox	PERK inhibitor	EP2 modulator	Calpain2 inh	Ba/F3 V617F tox	S1P4 agonist	S1P4 antagonist	TRPN1 ag
Cc1ccc(S(=O)(=O)c2ccc(NN)cc2)cc1	-0.1	5.0	0.2	-28.9	12.4	0.1	0.6	6.2	-0.5
COc1ccc(NC(=O)c2oc3ccccc3c2NC(=O)C2CCCO2)cc1OC (stereo not given)	1.0	2.3	0.1	-23.5	-14.8	3.4	-0.6	-15.4	2.3
CC(C)[C@H](NC(=O)CCCn1nnc2ccccc2c1=O)C(=O)O	0.9	-4.5	1.3	7.5	-14.5	-2.0	-0.8	3.1	2.0
COc1ccc(CC(=O)OCC(=O)Nc2ncc(Cl)cc2Cl)cc1	-0.1	3.2	0.7	6.2	-43.7	-2.5	-2.1	5.7	-0.8
CCOC(=O)c1cnc2c(ccc3ccccc32)c1NCCO	0.7	2.3	-1.2	-27.4	-55.9	-3.6	-0.4	5.2	-1.5
